Screens as filed in PubChem.
Mtb BioA inh = inhibitors of Mycobacterium tuberculosis BioA enzyme. AID 602481. purified M. tuberculosis BioA enzyme, plate reader. hit rate 0.096% among 360,000. inhibition, % at 9.99 µM; in the data active = inhibition above about 40%; inconclusive = no clear call, values can overlap the other calls
FadD28 FP inh = inhibitors of Mycobacterium tuberculosis FadD28 bisubstrate binding; FadD28 bisubstrate probe binding, fluorescence polarization; inhibition, % at 12.5 µM; hit rate 0.22% among 360,000; AID 588549; in the data active = inhibition above about 8.5%, passing the limit was not always enough; inconclusive = no clear call, values can overlap the other calls
Rv3671c protease = inhibitors of M. tuberculosis serine protease Rv3671c | P9WHR9 | hit rate 0.048% among 320,000 | inhibition, % at 5.96 µM; in the data active = inhibition above about 38%;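 note: extracellular domain of Rv3671c used as enzyme; 0% = enzyme with DMSO and 100% = no enzyme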
BoNT F protease = BoNT F light chain protease inhibition | Multiplex microsphere protease cleavage assay, flow cytometry | inhibition, % at 10 µM | hit rate 0.22% among 360,000; in the data active = inhibition above about 35%, passing the limit was not always enough; inconclusive = no clear call, values can overlap the other calls; note: plate controls were buffer without enzyme for full effect and enzyme alone for no effect
PrPC surface inh = reduces human prion protein on the cell surface. cell surface PrPC, TR-FRET read-out. inhibition, % at 13.8 µM. P04156. AID 720596. hit rate 0.43% among 370,000; in the data active = inhibition above about 24%; note: 0% = median of the test wells and 100% = reference compound wells
GDH-TPI counter = counter-screen for M. tuberculosis FBA inhibitors: GDH-TPI coupled enzymes. GDH-TPI coupled enzyme counterscreen, NADH absorbance. inhibition, % at 4.8 µM. hit rate 1.2% among 360,000; in the data active = inhibition above about 30%;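 note: 0% = DMSO wells and 100% = wells lacking the enzyme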
FBA Mtb inh = inhibits M. tuberculosis FBA enzyme; P9WQA3; purified M. tuberculosis FBA, fluorescence read-out; inhibition, % at 1 µM; hit rate 2.3% among 360,000; AID 588726; in the data active = inhibition above about 27%;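 note: 0% = vehicle and 100% = reference inhibitor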
Target sequence (P9WQA3 whole entry, looked up): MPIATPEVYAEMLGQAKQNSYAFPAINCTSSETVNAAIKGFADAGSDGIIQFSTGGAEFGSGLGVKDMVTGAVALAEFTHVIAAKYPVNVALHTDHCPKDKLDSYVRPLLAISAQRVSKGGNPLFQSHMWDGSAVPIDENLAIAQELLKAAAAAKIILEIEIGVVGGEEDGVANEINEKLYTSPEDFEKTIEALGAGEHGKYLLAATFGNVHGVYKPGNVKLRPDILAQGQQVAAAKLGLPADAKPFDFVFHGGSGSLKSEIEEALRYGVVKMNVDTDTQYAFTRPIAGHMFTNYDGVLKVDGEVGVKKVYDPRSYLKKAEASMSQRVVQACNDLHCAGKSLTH
MazF activator = activators of E. coli MazEF toxin-antitoxin RNase | FAM/BHQ RNA-DNA oligo cleavage fluorescence, 5 h | activation, % at 20 µM | P0AE70 | AID 504720 | hit rate 0.32% among 350,000; in the data active = activation above about 50%
Target sequence (P0AE70 whole entry, looked up): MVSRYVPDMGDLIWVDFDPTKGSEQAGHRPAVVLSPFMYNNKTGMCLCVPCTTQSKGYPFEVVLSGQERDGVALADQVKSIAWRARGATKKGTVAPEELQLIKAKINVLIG
UGM FP inh = blocks M. tuberculosis UGM enzyme | purified UGM, fluorescence polarization probe displacement | hit rate 0.06% among 320,000 | AID 504406 | P9WIQ1 | inhibition, % at 10 µM; in the data active = inhibition above about 10%, passing the limit was not always enough; inconclusive = no clear call, values can overlap the other calls
Target sequence (P9WIQ1 whole entry, looked up): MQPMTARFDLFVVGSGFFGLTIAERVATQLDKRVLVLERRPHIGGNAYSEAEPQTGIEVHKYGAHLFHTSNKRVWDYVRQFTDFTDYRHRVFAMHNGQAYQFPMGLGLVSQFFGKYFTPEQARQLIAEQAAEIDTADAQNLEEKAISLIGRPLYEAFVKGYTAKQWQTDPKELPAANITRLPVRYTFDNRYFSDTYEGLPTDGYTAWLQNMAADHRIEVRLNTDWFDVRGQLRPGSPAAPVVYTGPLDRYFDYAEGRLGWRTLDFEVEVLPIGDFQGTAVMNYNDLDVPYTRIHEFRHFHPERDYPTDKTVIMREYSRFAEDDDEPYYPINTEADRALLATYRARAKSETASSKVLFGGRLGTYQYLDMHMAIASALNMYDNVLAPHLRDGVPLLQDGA
* hit, by the source's call; ? = inconclusive; . = not tested or not shown. Rows were taken by chance; about 4.8% have a hit in one of these screens.

canonical_smiles | Mtb BioA inh | FadD28 FP inh | Rv3671c protease | BoNT F protease | PrPC surface inh | GDH-TPI counter | FBA Mtb inh | MazF activator | UGM FP inh
Cc1ccc(C2(c3ccc(C)cc3)NC(=O)N(CC(N)=O)C2=O)cc1 | 0.7 | -0.9 | 2 | 6 | -4 | -3 | 1 | 6 | 0.7
C/C(CC(=O)Nc1ccc2c(c1)OCCO2)=N\NC(=O)C(=O)Nc1ccccc1C | . | -0.8 | -10 | -2 | -5 | 5 | 2 | 3 | -1.0
CC(C)N(C(=O)CSc1nnc(CN2CCCCCC2=O)n1-c1ccccn1)C(C)C | -8.4 | -2.2 | 2 | 3 | 0 | 14 | 1 | 6 | 3.3
O=C(Nc1ccc(NC(=O)c2cccc([N+](=O)[O-])c2)cc1)c1cccc([N+](=O)[O-])c1 | 1.1 | -3.2 | 7 | . | -8 | 4 | 2 | -9 | 2.4
CCCn1c(SCC(=O)c2cc(OC)ccc2OC)nnc1C(C)C | -0.2 | -0.6 | 5 | -10 | 4 | -4 | 4 | 1 | -0.7
Cc1ccc(Sc2nnc(-c3ccccc3)cc2C#N)cc1 | . | -0.3 | -2 | 3 | 10 | 5 | -2 | 6 | 0.9
CCCC(=O)NC(c1ccc(C(C)C)cc1)c1ccc2cccnc2c1O (stereo unspecified) | -0.6 | -4.3 | 8 | -3 | 19 | 10 | -2 | 0 | -0.6
Cc1ccc(NC(=O)COc2nc(C)cs2)cc1 | -0.5 | -2.1 | -1 | -2 | -2 | 6 | 1 | -1 | 2.1
CCc1ccc(NC(=O)CCS(=O)(=O)c2ccc(Cl)cc2)cc1 | -0.2 | 0.5 | 5 | -12 | 7 | 7 | 5 | -2 | 1.2
COc1ccc(-n2nc3c(N4CCC(C(=O)NCC(C)c5ccccc5)CC4)nnc(C)c3c2C)cc1 (stereo unspecified) | 2.5 | -0.4 | 0 | 8 | -8 | 7 | 7 | -2 | -0.5
CCn1c(=O)c(C(=O)NC(C)C)c(O)c2ccccc21 | -2.0 | 1.1 | 0 | -17 | 2 | 2 | 10 | -8 | 1.2
C=CCO/N=C(/CCC)C1=C(N)CC(C)(C)CC1=O | -1.0 | 0.0 | 7 | 1 | 2 | 10 | 2 | -7 | -3.4
CCOC(=O)N1CCN(c2c(NCc3ccccc3Cl)c(=O)c2=O)CC1 | 1.9 | -0.9 | 10 | -11 | 6 | 5 | 2 | 8 | 0.8
Cc1[nH]c2ccccc2c1C(=O)C(C)OC(=O)c1ccc(Cl)nc1 (stereo unspecified) | . | -3.5 | -3 | 2 | -3 | 2 | -1 | -8 | -0.2
Cn1cc(CN2CCC(CO)(CCCc3ccccc3)CC2)c(-c2ccccc2)n1 | 1.4 | -1.1 | -3 | 2 | -9 | 5 | 0 | 6 | 0.3
CN(C)c1ccc(-c2nnc(-c3cccs3)o2)cc1 | . | -3.6 | 3 | -1 | -6 | 21 | 21 | 4 | -2.7
Oc1ccc(/C=N/N=C/c2ccc(O)cc2)cc1 | . | 0.9 | 6 | -9 | 1 | 31* | 0 | 3 | -2.8
CCOC(=O)CSc1nc2cc(C(=O)OC)ccc2c(=O)n1CCN1CCOCC1 | -1.4 | -1.4 | 1 | -12 | 3 | 12 | 2 | -10 | -1.4
CCCn1c(NCc2ccco2)nc2ccccc21 | . | -1.7 | 5 | -1 | . | -3 | 0 | 2 | -0.1
CCOc1ccc(C(=O)NCCn2cc(SCC(=O)Nc3cc(C)on3)c3ccccc32)cc1 | 0.2 | -0.5 | -2 | -16 | 6 | 11 | 0 | 0 | 1.8
Cc1ccnc(NC(=O)C(C)N2C(=O)c3ccccc3C2=O)c1 (stereo unspecified) | . | -0.1 | 4 | 2 | 1 | 10 | -3 | -3 | -3.7
CCOC(=O)COc1ccccc1/C=C1\NC(=O)NC1=O | 0.5 | -1.4 | -8 | 0 | -2 | 14 | -2 | 5 | -0.6
CN(C)S(=O)(=O)N1CCC(Oc2cccc(C(=O)N3CCCCCCC3)c2)CC1 | -1.7 | 0.4 | -17 | 1 | 3 | 6 | 1 | 0 | -2.5
CCOC(=O)C1(Cc2ccccc2C(F)(F)F)CCN(C(C)CSC)CC1 (stereo unspecified) | 1.6 | -1.2 | 20 | -2 | -1 | 1 | 3 | -1 | -4.6
CCC(c1nnnn1CCc1ccccc1)N(Cc1ccco1)Cc1cc2cccc(C)c2[nH]c1=O (stereo unspecified) | -4.1 | -2.3 | -14 | 6 | 8 | 6 | -1 | -2 | -5.0
CCOC(=O)[C@@H]1[C@H]2COc3ccccc3[C@H]2N2C(=O)N(c3cccc(Cl)c3)C(=O)[C@]12C | -2.8 | -0.3 | 2 | 2 | 8 | 7 | 0 | 6 | 3.7
O=C(c1ccc2c(c1)OCO2)N1CCC2(CC1)Oc1ccc(F)cc1C(=O)C21CC(c2ccccc2)=NO1 (stereo unspecified) | 0.2 | 0.5 | -12 | -1 | 7 | 1 | 1 | -12 | 0.1
O=C(Nc1nnc(C2CC2)o1)c1ccc(S(=O)(=O)N2CCCc3ccccc32)cc1 | 0.9 | -4.3 | 0 | -8 | 3 | 8 | 0 | 4 | 1.4
COc1ccc(-n2cc(CNC3CCN(C)CC3)c(-c3cccc(F)c3)n2)cc1 | . | -2.2 | -13 | -10 | -15 | 13 | 64* | 10 | -2.0
COC(=O)c1cc(Br)ccc1NC(=O)Nc1ccccc1 | 1.1 | 0.1 | 4 | 3 | -2 | 5 | 1 | 6 | 4.2
O=C(O)c1cc(CN2CCOCC2)oc1-c1ccccc1 | -0.3 | -3.2 | 1 | 13 | 3 | -7 | -2 | 6 | 0.6
CC1CCCCC12NC(=O)N(CC(=O)Nc1ccc(S(=O)(=O)Nc3ncccn3)cc1)C2=O (stereo unspecified) | -5.6 | -0.4 | -3 | -6 | -8 | 7 | 3 | -4 | 3.8
Cc1cccc(N(Cc2ccccc2)C(=O)C2CCN(C(=O)c3ccccc3C)CC2)c1 | 1.7 | . | 12 | -6 | 3 | 8 | 4 | 0 | -3.0
COC(=O)/C=C1\N/C(=N\c2nc(C)cc(C)n2)N(c2ccccc2)C1=O | 0.8 | 0.1 | 5 | . | 14 | 19 | -1 | 11 | 0.3
C=CCNC(=O)c1ccc(S(=O)(=O)CC)c(Cl)c1Cl | . | -2.7 | -2 | 2 | 2 | 3 | -1 | -9 | -0.5
CSc1nc(C)cc(C)c1S(=O)(=O)c1ccccc1C | 0.8 | 0.3 | -2 | 4 | 0 | -13 | 6 | 2 | -2.2
O=C(Cn1cnc2c(oc3nc4c(cc32)CCCC4)c1=O)Nc1cccc(Cl)c1 | 11 | ? | -20 | 0 | 3 | 18 | 3 | -14 | 2.8
Cc1cccc(Sc2c(C=O)c3ccccc3n2C)c1 | 0.0 | -3.5 | 1 | 6 | 16 | 1 | -5 | 9 | 0.9
C=CCSc1nc(N)c(C#N)c(-c2ccc(C)cc2)c1C#N | -1.0 | -2.1 | 6 | -5 | 3 | 18 | 2 | 6 | 0.4
O=C(CCCN1C(=O)/C(=C/c2ccco2)SC1=S)Nc1ccccc1 | -0.3 | 0.2 | -9 | -1 | -2 | 7 | -2 | 1 | 0.8
O=C(CN1C(=O)c2ccccc2C1=O)Nc1ccc(N2CCOCC2)cc1 | -1.2 | 0.1 | 0 | -26 | -11 | -8 | 1 | 0 | -1.1
CCN(CC)S(=O)(=O)c1cccc(N=Nc2sc(N)nc2C)c1 | 10 | 0.9 | 6 | -36 | 0 | -1 | -15 | 6 | 0.1
O=C(Cc1ccccc1)N1CCN(C2CCCCCC2)CC1 | . | -3.8 | 3 | 0 | 9 | 2 | -4 | 1 | 0.4
COc1ccc(S(=O)(=O)N2CCN(Cc3cc(OC)c(OC)cc3OC)CC2)cc1 | 2.4 | 0.2 | -7 | 2 | 1 | 5 | 2 | 6 | 0.7
C/C(=N\NC(=O)c1c(Br)c(C)nn1C)c1ccc(NC(=O)C(C)Oc2ccc(Cl)cc2C)cc1 (stereo unspecified) | 0.3 | 0.3 | -8 | -5 | 14 | 12 | 0 | -10 | 4.4
COc1ccccc1N1CCN(C(=O)C(Sc2ccccc2)c2ccccc2)CC1 (stereo unspecified) | -1.0 | 0.6 | 13 | -6 | 8 | 3 | 1 | -7 | -1.2
O=C(C1=C(O)C(=O)N(CCN2CCOCC2)C1c1ccncc1)c1ccco1 (stereo unspecified) | -1.6 | -2.9 | 1 | 6 | -2 | 5 | -4 | 8 | 0.6
COc1cccc(C(=O)N2CCN(C3CCCCC3)CC2)c1 | 2.4 | -3.2 | . | ? | -2 | 5 | 0 | 1 | 2.7
CCCCC(=O)Nc1ccc(C(=O)NCCc2ccccc2)cc1 | 0.0 | -2.7 | 2 | -2 | 12 | -1 | 4 | -3 | -0.5
Cc1cccc(-c2n[nH]c(=S)n2/N=C/c2ccc(C)o2)c1 | . | -4.0 | 4 | 6 | 1 | 5 | -2 | 7 | -1.0

Two successive compounds already listed, quoted:
canonical_smiles | Mtb BioA inh | FadD28 FP inh | Rv3671c protease | BoNT F protease | PrPC surface inh | GDH-TPI counter | FBA Mtb inh | MazF activator | UGM FP inh
CCOC(=O)N1CCN(c2c(NCc3ccccc3Cl)c(=O)c2=O)CC1 | 1.9 | -0.9 | 10 | -11 | 6 | 5 | 2 | 8 | 0.8
Cc1[nH]c2ccccc2c1C(=O)C(C)OC(=O)c1ccc(Cl)nc1 (stereo unspecified) | . | -3.5 | -3 | 2 | -3 | 2 | -1 | -8 | -0.2

The results go on:
canonical_smiles | Mtb BioA inh | FadD28 FP inh | Rv3671c protease | BoNT F protease | PrPC surface inh | GDH-TPI counter | FBA Mtb inh | MazF activator | UGM FP inh
C=CCSc1ncccc1C(=O)O | . | -0.9 | 1 | -5 | -3 | -9 | -2 | 2 | 1.1
COc1ccc(NC(=O)N[C@@H](Cc2ccccc2)C(=O)NN)cc1 | . | -4.9 | 5 | ? | 6 | 6 | -3 | 2 | -2.8
Cc1ccccc1CNC(=O)c1ccccc1SCC(=O)NCc1ccco1 | -1.7 | 0.2 | . | 0 | -3 | 1 | -2 | 2 | .
CCOC(=O)c1c(NC(=O)Nc2cccc(Cl)c2)sc(C)c1C | -0.4 | 0.8 | 7 | -4 | -9 | -9 | 5 | 8 | -0.3
COc1ccc(N2C(=NC(=O)C3CCCO3)SC3CS(=O)(=O)CC32)cc1 (stereo unspecified) | -1.0 | -1.4 | 1 | 1 | 6 | 11 | 0 | 2 | -0.9
O=S(=O)(c1ccccc1)N1CCSC1c1ccco1 (stereo unspecified) | 0.0 | -4.6 | . | 14 | 7 | -6 | -1 | 7 | .
COCCC(=O)N1CCC(n2nccc2NC(=O)c2ccccc2C)CC1 | -0.5 | 0.9 | -4 | 0 | -2 | -4 | -1 | 13 | -0.8
c1ccc2c(c1)ccc1nnc(-c3ccc4c(c3)OCO4)n12 | 13 | -1.8 | 4 | -18 | 3 | 8 | 17 | 3 | -1.0
Cc1ccc(S(=O)(=O)NCC(=O)N2CCOCCOCCOCCOCC2)cc1 | -1.7 | 0.5 | 1 | -15 | 3 | 2 | 1 | -4 | 3.1
CN(C)S(=O)(=O)c1ccc2c(c1)C(CC(=O)O)NC2=O (stereo unspecified) | -0.1 | 1.7 | -2 | -4 | -3 | 0 | 5 | -2 | 0.1
Cc1cc(Cl)ccc1NC(=S)NCCCO | . | -1.2 | 5 | 8 | 5 | -3 | -1 | 2 | 1.7
O=C(CCC(=O)N1CCN(S(=O)(=O)c2ccc(Cl)cc2)CC1)Nc1ccc(Cl)cc1Cl | -3.3 | -1.0 | -1 | -5 | 9 | 3 | 5 | -3 | -0.1
CC(=NCc1cccnc1)C1=C(O)c2ccccc2C1=O | 2.8 | -1.1 | -5 | 7 | 5 | 23 | 0 | 7 | -1.7
O=C(OCc1nnc(-c2ccccc2)o1)c1cc(S(=O)(=O)N2CCOCC2)ccc1F | 0.4 | -2.3 | -2 | 16 | 0 | 5 | -2 | -5 | 0.2
COc1ccc(-c2cc(C(=O)NCC3CCCO3)c3cc(C(C)C)ccc3n2)cc1 (stereo unspecified) | -0.2 | 1.0 | -8 | -6 | 2 | 24 | 67* | 2 | -1.8
